Rab9 promoter act: qHTS Assay for Rab9 Promoter Activators; Huh7 Rab9 promoter-luciferase reporter, luminescence, 24 h; Potency, µM (titrated, usually from 9.22 µM), for the others: top-dose activation, negative = inhibition, usual class: activators; 2.8% of 320,000 active; AID 485297, 2010; also: potency is read from the fitted curve at half-maximal effect; % of control where 0% means no effect; nearly all actives have a fitted effect of over 60% in size
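Using Huh7 cells stably transfected with Rab9 promoter–luciferase, compounds were incubated 24 h at 37 °C, 5% CO2; luciferase luminescence was read 10 min after reagent addition.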
NPC1 prom act: qHTS Assay for NPC1 Promoter Activators | 2.4% of 320,000 active | Potency, µM (series often up to 9.22 µM), without a hit: at the highest dose activation, actives largely listed as activators | Huh7 NPC1 promoter luciferase reporter, 24 h;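 also: potency is read from the fitted curve at half-maximal effect; % of control where 0% means no effect; nearly all actives have a fitted effect of over 60% in size; reporter is driven by a mutant NPC1 promoter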
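Luminescence read-out of NPC1 promoter-driven luciferase in stably transfected Huh7 cells; compounds delivered in DMSO and left 24 h at 37C, 5% CO2, qHTS titration format.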
KCNH2 3.1 block: qHTS for Inhibitors of KCHN2 3.1: Mutant qHTS; AID 720553, 2013; U2OS KCNH2 3.1, thallium flux FluxOr; active compounds read low; 0.95% of 340,000 active; activity change, % (tested at about 1.8 µM);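 active = maximum activity change below -70%; inconclusive = maximum activity change from -70% to -50%; inactive = maximum activity change above -50%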;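 also: thallium influx rate constant from kinetic fluorescence after stimulation buffer; % is scaled to controls: 0 for no effect and ±100 for the full control effect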
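Channel expression came from 3.1 mutant virus (1.77 x 10^8 /mL) applied to suspended U2OS cells for 4 h. Flux was tracked with FluxOr dye plus Red40 quencher, and kinetic rate constants normalized to controls.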
Menin-MLL TR inh: qHTS Assay for Inhibitors Targeting the Menin-MLL Interaction in MLL Related Leukemias: Competition With Texas Red Labeled MLL-derived Mutant Peptide; Menin + Texas Red MLL mutant peptide, fluorescence polarization; Potency, µM (doses to about 61.6 µM), without a hit: at the top dose FP activity change, negative = inhibition, usual class: inhibitors; 0.23% of 270,000 active; AID 1768, 2009; active = well fitted inhibition curve with a large enough effect in the polarisation, with a control signal flat, not every such curve was filed as active; inconclusive = small, poorly fitted or top-dose-only effect, or effect the other way, or a change in a side signal; inactive = no such curve, though single readings can be large or run the other way; the % refers to the polarisation; also: potency is read from the fitted curve at half-maximal effect; % of control where 0% means no effect; many of its hits are not listed in these tables
Target sequence (O00255 whole entry, looked up): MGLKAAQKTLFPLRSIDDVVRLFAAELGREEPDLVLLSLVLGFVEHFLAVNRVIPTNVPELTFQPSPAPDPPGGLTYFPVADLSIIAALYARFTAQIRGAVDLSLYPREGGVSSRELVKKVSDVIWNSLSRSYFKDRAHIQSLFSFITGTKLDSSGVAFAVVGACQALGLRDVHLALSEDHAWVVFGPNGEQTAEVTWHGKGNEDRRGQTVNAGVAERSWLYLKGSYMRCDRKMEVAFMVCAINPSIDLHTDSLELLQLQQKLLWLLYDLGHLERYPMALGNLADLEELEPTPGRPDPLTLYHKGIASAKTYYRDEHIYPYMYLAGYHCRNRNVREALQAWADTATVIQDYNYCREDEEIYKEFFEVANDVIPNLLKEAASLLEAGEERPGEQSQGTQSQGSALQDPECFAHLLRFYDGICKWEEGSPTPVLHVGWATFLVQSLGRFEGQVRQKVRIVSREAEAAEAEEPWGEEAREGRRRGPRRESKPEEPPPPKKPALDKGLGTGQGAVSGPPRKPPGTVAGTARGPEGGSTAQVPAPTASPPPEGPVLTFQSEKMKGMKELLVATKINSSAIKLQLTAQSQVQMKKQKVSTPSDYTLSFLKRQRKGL
ELG1 DNA repair: qHTS screen for small molecules that inhibit ELG1-dependent DNA repair in human embryonic kidney (HEK293T) cells expressing luciferase-tagged ELG1; HEK293T ELG1-luciferase reporter, luminescence, 16 h; DNA damage induced by 5-fluorouridine; Potency, µM (doses to about 46.1 µM), without a hit: at the highest dose activity change, negative = inhibition, hits mostly inhibitors; 2.3% of 330,000 active; AID 504467, 2011; also: potency is read from the fitted curve at half-maximal effect; % is scaled to controls: 0 for no effect and ±100 for the full control effect; nearly all actives have a fitted effect of over 55% in size
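HEK293T cells expressing luciferase-tagged ELG1 (2,000/well) received 5-Fluorouridine plus compound or DMSO for 16 hr at 37 °C. Luciferase was read by ONE-Glo luminescence after 30 min at room temperature.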
RORgamma inh: qHTS for inhibitors of ROR gamma transcriptional activity | Nuclear receptor ROR-gamma (Mus musculus), P51450 | 5.4% of 310,000 active | Drosophila S2 Gal4-RORgamma UAS-luciferase reporter, 20 h | Potency, µM (titrated, usually from 53.6 µM), without a hit: top-dose activity change, negative = inhibition, actives largely listed as inhibitors; also: potency is read from the fitted curve at half-maximal effect; % is scaled to controls: 0 for no effect and ±100 for the full control effect; nearly all actives have a fitted effect of over 60% in size
Target sequence (P51450 whole entry, looked up, the tested form may be a part): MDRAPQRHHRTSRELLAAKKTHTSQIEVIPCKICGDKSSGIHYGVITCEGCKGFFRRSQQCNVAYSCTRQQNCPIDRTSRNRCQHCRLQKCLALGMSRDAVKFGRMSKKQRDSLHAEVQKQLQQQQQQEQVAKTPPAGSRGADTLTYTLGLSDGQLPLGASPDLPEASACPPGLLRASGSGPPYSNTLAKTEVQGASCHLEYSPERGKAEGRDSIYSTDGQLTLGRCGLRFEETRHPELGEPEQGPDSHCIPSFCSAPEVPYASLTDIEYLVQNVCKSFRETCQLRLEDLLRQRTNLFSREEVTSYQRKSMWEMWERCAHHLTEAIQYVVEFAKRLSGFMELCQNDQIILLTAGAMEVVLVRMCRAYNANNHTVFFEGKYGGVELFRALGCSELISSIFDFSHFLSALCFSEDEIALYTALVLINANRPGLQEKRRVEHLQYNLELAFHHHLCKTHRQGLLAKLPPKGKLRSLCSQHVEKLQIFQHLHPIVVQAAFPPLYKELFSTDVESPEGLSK
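A Gal4/UAS one-hybrid system in insect cells: metallothionein-promoter Gal4–ROR gamma fusion plus Photinus luciferase reporter. Copper sulfate 700 uM final, 20 hr ambient incubation, luminescent detection after 10 min with reagent.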
FLuc counter: qHTS profiling assay for firefly luciferase inhibitor/activator using purifed enzyme and Km concentrations of substrates (counterscreen for miR-21 project); purified FLuc, Km substrates, luminescence inhibition; Potency, µM (top dose mostly 57.5 µM), for inactives: at the highest dose activity change, negative = inhibition, usual class: inhibitors; AID 588342, 2011; 6.9% of 360,000 active; Luciferin 4-monooxygenase (Photinus pyralis), P08659;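 also: potency is read from the fitted curve at half-maximal effect; plate controls were vehicle for no effect and reference inhibitor for full effect; nearly all actives have a fitted effect of over 55% in size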
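Biochemical qHTS of compounds, final roughly 60 µM downward over six points, against 10 nM purified firefly luciferase using Km concentrations of substrates (10 uM D-luciferin, 10 uM ATP) in Tris acetate pH 7.5 buffer; luminescence output.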
Mito fusion yeast: qHTS Assay for Small Molecule Inhibitors of Mitochondrial Division or Activators of Mitochondrial Fusion; AID 485298, 2010; S. cerevisiae fusion-defective mutant growth rescue, CellTiterGlo 48 h; Potency, µM (doses to about 46.1 µM), for inactives: top-dose growth rescue (activation), most hits filed as activators; 0.23% of 320,000 active;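 also: potency is read from the fitted curve at half-maximal effect; % of control where 0% means no effect; nearly all actives have a fitted effect of over 45% in size; temperature-sensitive fusion mutants such as fzo1-1 at 37 °C on non-fermentable ethanol glycerol medium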
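Temperature-sensitive fusion-defective S. cerevisiae (e.g. fzo1-1, mgm1-5) were grown with compound in YPEG medium (3% ethanol, 3% glycerol) for 48 hours at 37C. Growth rescue was measured as viability by CellTiterGlo luminescence after 10 minutes at ambient.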
PKM2 act: qHTS Assay for Activators of Human Muscle isoform 2 Pyruvate Kinase. purified PKM2, Kinase-Glo ATP luminescence, activation; response scale: 0% is enzyme alone, no compound. AID 1631, 2009. 0.34% of 260,000 active. Potency, µM (top dose mostly 57.5 µM), inactives show at the top dose activation, usual class: activators; also: potency is read from the fitted curve at half-maximal effect; % is scaled to controls: 0 for no effect and ±100 for the full control effect; nearly all actives have a fitted effect of over 55% in size
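hPK-M2, >95% pure; 0.1 mM ADP / 0.5 mM PEP final; imidazole pH7.2 buffer w/ 7 mM MgCl2, 50 mM KCl; 1 h RT; Kinase-Glo lum. Intermediate enzyme activity for dual inhibitor/activator qHTS.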
VP16 counter: VP16 counterscreen qHTS for inhibitors of ROR gamma transcriptional activity | Drosophila S2 Gal4-VP16 UAS-luciferase, luminescence, 20 h | 3.5% of 310,000 active | Potency, µM (highest dose often 53.6 µM), for the others: at the top dose activity, negative = inhibition, actives largely listed as inhibitors | AID 2546, 2010;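 also: Gal4-VP16 expression switched on by copper sulfate through the metallothionein promoter; potency is read from the fitted curve at half-maximal effect; % is scaled to controls: 0 for no effect and ±100 for the full control effect; nearly all actives have a fitted effect of over 50% in size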
MBNL1-CUG inh: qHTS Assay for Inhibitors of MBNL1-poly(CUG) RNA binding. TR-FRET MBNL1-His/biotin-(CUG)12 binding, 665/545 ratio. 0.036% of 280,000 active. Muscleblind-like protein 1 (Homo sapiens), Q9NR56. AID 2675, 2010. Potency, µM (highest dose often 57.5 µM), for inactives: at the highest dose activity change, negative = inhibition, most hits filed as inhibitors; active = well fitted inhibition curve with a large enough effect in the signal ratio, with a control signal flat, not every such curve was filed as active; inconclusive = small, poorly fitted or top-dose-only effect, or effect the other way, or a change in a side signal; inactive = no such curve, though single readings can be large or run the other way; the % refers to the signal ratio; also: potency is read from the fitted curve at half-maximal effect; % is scaled to controls: 0 for no effect and ±100 for the full control effect
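TR-FRET readout: Ex 340 nm, 665/545 nm emission ratio, normalized to buffer-only (basal) and MBNL1-(CUG)12 controls. Complex of MBNL1-His with Biotin-(CUG)12, compounds 92 nM–58 uM, incubated 60 min at room temperature.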
An asterisk follows results filed as active; ? = inconclusive; . = no result given; [ ] = dose if it differs, or a comment. Unless noted, calls follow the shape of the dose curve; as a rule, active = well fitted curve in the direction sought with a large enough effect; inconclusive = small, poorly fitted or top-dose-only effect, or another doubt; inactive = no such curve, though single readings can be large; an effect the other way counts as inactive or inconclusive. This is a subset, so the mix of outcomes need not match the whole.

SMILES	Rab9 promoter act	NPC1 prom act	KCNH2 3.1 block	Menin-MLL TR inh	ELG1 DNA repair	RORgamma inh	FLuc counter	Mito fusion yeast	PKM2 act	VP16 counter	MBNL1-CUG inh
C#CCOCCOCCOCCNc1nc(N2CCOCC2)nc(N2CCN(C(=O)Cn3cc(CC(C)O)nn3)CC2)n1 (stereo unspecified)	2.0%	-0.2%	6.2	6.9%	17.1%	3.7%	0.0%	1.4%	-2.7%	1.7%	-16.4%
Cc1c(C(=O)N2CCCCCC2)c(S(=O)(=O)NCc2ccccc2Cl)c(C)n1C	-4.8%	-0.9%	2.9	-11.6%	11.1%	1.3%	1.4%	1.4%	.	-12.4%	-4.1%
COc1ccc(NC(=O)c2cc3ccccc3o/c2=N\NS(=O)(=O)c2ccc(C)cc2)cc1	0.447µM*	1µM*	-11.1	?	?	-17.1%	-28.2%	17.5%	.	-6.4%	11.5%
COc1cccc(OC)c1C(=O)NC(=O)Oc1c(F)cccc1F	12.4%	-0.2%	3.9	.	13.9%	-6.3%	3.1%	-2.1%	-6.1%	0.8%	5.9%
CN(CC(=O)Nc1cccc(F)c1)C(=O)c1cccc(S(=O)(=O)N2CC3(C)CC2CC(C)(C)C3)c1 (stereo unspecified)	-1.7%	-2.1%	2.1	.	-11.9%	.	2.9%	-0.2%	.	.	.
COC(=O)c1sc(N2C(=O)C(=O)/C(=C(/O)c3ccccc3)C2c2ccco2)nc1C (stereo unspecified)	-4.2%	-3.9%	-9.3	3.3%	-15.1%	37.0%	-2.7%	-2.8%	14.9%	2.5%	12.9%[11.5 µM]
O=C(NCCC1CCCCN1S(=O)(=O)c1ccccc1)C(=O)NCc1ccco1 (stereo unspecified)	-2.2%	2.2%	0.8	.	-3.0%	.	1.1%	8.7%	.	.	.
O=C(NCCn1c(C(F)(F)F)nc2ccccc21)[C@H]1CCCN1c1nc(CN2CCCCC2)cs1	-0.5%	-3.2%	-1.3	-16.0%	21.1%	-16.9%	5.6%	0.9%	1.9%	-12.6%	-10.3%
NC(=O)c1ccc(NC(=O)COC(=O)c2cc([N+](=O)[O-])ccc2N2CCOCC2)cc1	-2.8%	0.4%	2.0	.	-4.6%	.	0.7%	-1.1%	.	.	.
COc1ccc(CCNC(=S)Nc2cc(C)ccc2C)cc1	-0.1%	-0.4%	-1.2	0.8%	-18.1%	20.9%	-2.2%	8.4%	5.9%	-1.7%	5.5%
Oc1ccc(N2CCN(C(c3cccs3)c3nnnn3CCc3ccccc3)CC2)cc1 (stereo unspecified)	-13.0%	7.5%	-7.9	8.4%	-15.3%	6.2%	-3.1%	26.2%	0.1%	2.5%	1.8%
Cc1ccc(O)c(N)c1	-5.1%	-6.3%	3.8	.	?	?	?	4.5%	.	?	.
CCC(C(=O)OCC(=O)c1ccc2c(c1)NC(=O)CO2)c1ccccc1 (stereo unspecified)	-1.4%	-3.5%	8.4	13.1%	-2.2%	21.2%	-12.4%	?	0.3%	1.5%	-0.3%
Cc1ccc(NC(=O)CN(C)CC(=O)Nc2cccc(F)c2)cc1S(=O)(=O)N1CCCCCC1	3.0%	-8.0%	4.6	20.3%	?	3.8%	-14.8%	-1.3%	-1.8%	6.6%	3.2%
O=C(c1ccc(F)cc1)N1CCC(C(=O)N2CCN(S(=O)(=O)c3ccccc3Br)CC2)CC1	0.6%	-8.7%	3.9	.	?	.	-2.0%	3.8%	.	.	.
Cc1nc(C)n(C(C)CNC(=O)c2ccco2)n1 (stereo unspecified)	4.0%	5.9%	8.9	-4.5%	-12.6%	-12.0%	-2.8%	3.9%	-14.4%	-23.9%	-3.0%
C=CCn1c(SCC(=O)NC2CCCCC2)nnc1C(C)NC(=O)c1cccs1 (stereo unspecified)	.	.	-23.3	-16.2%	.	-1.2%	-0.5%	4.0%	0.7%	-4.3%	-3.2%
Cc1ccc(C23CC4CC(CC(C(=O)NN)(C4)C2)C3)cc1	0.1%	0.5%	2.7	-23.5%	-6.4%	?	-6.1%	-8.9%	0.5%	?	3.0%
COC(=O)c1ccc(/C=N/Nc2nc(-c3ccc(Cl)cc3Cl)cs2)cc1	10.8%	-7.3%	.	27.0%	?	-17.6%	-0.7%	-1.8%	-2.4%	14.4%	0.7%
CCOc1ccc(N2C(=O)CC(NC3CCCCNC3=O)C2=O)cc1 (stereo unspecified)	-6.3%	-0.6%	14.2	11.2%	8.9%	15.1%	-1.8%	4.1%	1.6%	1.0%	-8.9%
OCCC1CN(Cc2nc(-c3ccccc3)cs2)CCN1CCc1ccccc1 (stereo unspecified)	11.7%	-5.1%	9.1	?	?	3.9%	-13.2%	-4.3%	-0.7%	4.4%	1.4%
O=C1C=C(c2ccccc2)CC(c2cccs2)C1n1cnc([N+](=O)[O-])c1 (stereo unspecified)	1.0%	-1.2%	.	10.8%	-24.1%	0.5%	3.5%	2.6%	0.6%	-3.9%	?
Cn1nnnc1SCC(=O)Nc1nc2ccccc2s1	?	?	-8.5	24.7%	?	22.7%	?	-4.3%	-1.6%	-4.2%	-6.1%
Cc1ccc(C(=O)c2ccccc2C(=O)OCC(=O)NCCc2ccc(Cl)cc2Cl)cc1	-3.1%	-1.6%	-31.0	-26.6%	-10.6%	?	0.3%	?	-17.2%	?	9.6%
CCCNC(=O)NC(=O)CSc1nc2ccccc2c(=O)n1Cc1ccncc1	2.8%	1.6%	7.8	0.7%	-15.7%	8.7%	-2.1%	-2.4%	-0.1%	2.6%	-2.2%
The listing continues.
SMILES	Rab9 promoter act	NPC1 prom act	KCNH2 3.1 block	Menin-MLL TR inh	ELG1 DNA repair	RORgamma inh	FLuc counter	Mito fusion yeast	PKM2 act	VP16 counter	MBNL1-CUG inh
Cc1ccc(C2(C)NC(=O)N(CC(=O)N3CCN(S(=O)(=O)c4cccc(F)c4)CC3)C2=O)cc1 (stereo unspecified)	0.4%	-0.6%	.	.	7.6%	0.6%	0.9%	0.2%	.	-5.1%	-2.1%
C=CCNCc1cccn1-c1sc2c(c1C#N)CCCC2	2.9%	-5.0%	1.8	.	?	16.6%	2.3%	2.4%	0.0%	9.1%	-2.5%
COc1ccccc1OCCn1c(SCC(N)=O)nc2ccccc21	-0.4%	-1.3%	-5.6	-12.8%	1.9%	17.5%	-0.8%	-0.2%	-1.8%[11.5 µM]	-7.2%	4.4%
CCCCN1C(=O)/C(=C/C=C2\SCCN2C)SC1=S	3.16µM*	?	-19.6	?	?	?	13.5µM*	-10.2%	1.0%	7.0%	.
CN(Cc1ccccc1)c1c([N+](=O)[O-])c(=O)n(C)c2ccccc12	-0.3%	-1.1%	-10.5	.	?	-11.2%	3.4%	20.0%	1.8%	-2.5%	-1.1%
COC(=O)Cn1ncc(N(C)Cc2ccccc2)c(Cl)c1=O	?	2.51µM*	-21.7	7.8%	?	-41.3%	12µM*	0.1%	-1.5%	-16.0%	11.5%
COCCCn1c(C)csc1=Nc1cccnc1	-6.8%	-0.3%	-32.5	-1.5%	-8.1%	11.7%	5.3%	-4.0%	2.5%	-2.6%	-17.4%
CC(C)(C)c1csc(NC(=O)CS(=O)(=O)c2ccccc2)n1	28.6%	22.7%	3.0	13.0%	?	38.7%	?	5.2%	.	24.1%	-4.5%
CC(C)c1ccc(NC(=S)NCc2cccs2)cc1	20.2%	23.6%	-2.6	1.8%	?	15.8µM*	15.1µM*	10.2%	-1.7%	?	-7.9%
COc1ccc(-c2c(-c3ccccc3OC)oc3ccccc23)cc1F	-4.9%	1.2%	-35.8	.	?	.	?	?	.	.	.
CCOC(=O)c1cnc2nc[nH]n2c1=O	7.3%	-1.2%	-0.3	-12.9%	15.9%	-20.1%	-0.7%	0.0%	-20.0%	3.5%	?
